TCR act – T cell receptor activation; AID 504894; primary human leukocytes, anti-CD3, IL-2 HTRF, 48 h; 330,000 tested, under 10 active; Potency, µM (series often up to 9.22 µM), for the others: at the top dose activation of IL-2 secretion, usual class: activators; also: % of control where 0% means no effect
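48 hr co-incubation of compounds, a-CD3 beads and primary human leukocytes; IL-2 quantified homogeneously by HTRF with anti-IL-2 K and d2 conjugates.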
CXXC DNA block – blocks binding of human MLL CXXC domain to DNA; AID 2662; hit rate 0.037% among 290,000; Q03164; Potency, µM (series often up to 115 µM), without a hit: top-dose activity change, negative = inhibition, hits mostly inhibitors; MLL-CXXC / FITC-HOXA9 DNA fluorescence polarization; active = well fitted inhibition curve with a large enough effect in the polarisation, with a control signal flat, not every such curve was filed as active; inconclusive = small, poorly fitted or top-dose-only effect, or effect the other way, or a change in a side signal; inactive = no such curve, though single readings can be large or run the other way; the % refers to the polarisation; also: potency is read from the fitted curve at half-maximal effect
Target sequence (Q03164 whole entry, looked up, the tested form may be a part): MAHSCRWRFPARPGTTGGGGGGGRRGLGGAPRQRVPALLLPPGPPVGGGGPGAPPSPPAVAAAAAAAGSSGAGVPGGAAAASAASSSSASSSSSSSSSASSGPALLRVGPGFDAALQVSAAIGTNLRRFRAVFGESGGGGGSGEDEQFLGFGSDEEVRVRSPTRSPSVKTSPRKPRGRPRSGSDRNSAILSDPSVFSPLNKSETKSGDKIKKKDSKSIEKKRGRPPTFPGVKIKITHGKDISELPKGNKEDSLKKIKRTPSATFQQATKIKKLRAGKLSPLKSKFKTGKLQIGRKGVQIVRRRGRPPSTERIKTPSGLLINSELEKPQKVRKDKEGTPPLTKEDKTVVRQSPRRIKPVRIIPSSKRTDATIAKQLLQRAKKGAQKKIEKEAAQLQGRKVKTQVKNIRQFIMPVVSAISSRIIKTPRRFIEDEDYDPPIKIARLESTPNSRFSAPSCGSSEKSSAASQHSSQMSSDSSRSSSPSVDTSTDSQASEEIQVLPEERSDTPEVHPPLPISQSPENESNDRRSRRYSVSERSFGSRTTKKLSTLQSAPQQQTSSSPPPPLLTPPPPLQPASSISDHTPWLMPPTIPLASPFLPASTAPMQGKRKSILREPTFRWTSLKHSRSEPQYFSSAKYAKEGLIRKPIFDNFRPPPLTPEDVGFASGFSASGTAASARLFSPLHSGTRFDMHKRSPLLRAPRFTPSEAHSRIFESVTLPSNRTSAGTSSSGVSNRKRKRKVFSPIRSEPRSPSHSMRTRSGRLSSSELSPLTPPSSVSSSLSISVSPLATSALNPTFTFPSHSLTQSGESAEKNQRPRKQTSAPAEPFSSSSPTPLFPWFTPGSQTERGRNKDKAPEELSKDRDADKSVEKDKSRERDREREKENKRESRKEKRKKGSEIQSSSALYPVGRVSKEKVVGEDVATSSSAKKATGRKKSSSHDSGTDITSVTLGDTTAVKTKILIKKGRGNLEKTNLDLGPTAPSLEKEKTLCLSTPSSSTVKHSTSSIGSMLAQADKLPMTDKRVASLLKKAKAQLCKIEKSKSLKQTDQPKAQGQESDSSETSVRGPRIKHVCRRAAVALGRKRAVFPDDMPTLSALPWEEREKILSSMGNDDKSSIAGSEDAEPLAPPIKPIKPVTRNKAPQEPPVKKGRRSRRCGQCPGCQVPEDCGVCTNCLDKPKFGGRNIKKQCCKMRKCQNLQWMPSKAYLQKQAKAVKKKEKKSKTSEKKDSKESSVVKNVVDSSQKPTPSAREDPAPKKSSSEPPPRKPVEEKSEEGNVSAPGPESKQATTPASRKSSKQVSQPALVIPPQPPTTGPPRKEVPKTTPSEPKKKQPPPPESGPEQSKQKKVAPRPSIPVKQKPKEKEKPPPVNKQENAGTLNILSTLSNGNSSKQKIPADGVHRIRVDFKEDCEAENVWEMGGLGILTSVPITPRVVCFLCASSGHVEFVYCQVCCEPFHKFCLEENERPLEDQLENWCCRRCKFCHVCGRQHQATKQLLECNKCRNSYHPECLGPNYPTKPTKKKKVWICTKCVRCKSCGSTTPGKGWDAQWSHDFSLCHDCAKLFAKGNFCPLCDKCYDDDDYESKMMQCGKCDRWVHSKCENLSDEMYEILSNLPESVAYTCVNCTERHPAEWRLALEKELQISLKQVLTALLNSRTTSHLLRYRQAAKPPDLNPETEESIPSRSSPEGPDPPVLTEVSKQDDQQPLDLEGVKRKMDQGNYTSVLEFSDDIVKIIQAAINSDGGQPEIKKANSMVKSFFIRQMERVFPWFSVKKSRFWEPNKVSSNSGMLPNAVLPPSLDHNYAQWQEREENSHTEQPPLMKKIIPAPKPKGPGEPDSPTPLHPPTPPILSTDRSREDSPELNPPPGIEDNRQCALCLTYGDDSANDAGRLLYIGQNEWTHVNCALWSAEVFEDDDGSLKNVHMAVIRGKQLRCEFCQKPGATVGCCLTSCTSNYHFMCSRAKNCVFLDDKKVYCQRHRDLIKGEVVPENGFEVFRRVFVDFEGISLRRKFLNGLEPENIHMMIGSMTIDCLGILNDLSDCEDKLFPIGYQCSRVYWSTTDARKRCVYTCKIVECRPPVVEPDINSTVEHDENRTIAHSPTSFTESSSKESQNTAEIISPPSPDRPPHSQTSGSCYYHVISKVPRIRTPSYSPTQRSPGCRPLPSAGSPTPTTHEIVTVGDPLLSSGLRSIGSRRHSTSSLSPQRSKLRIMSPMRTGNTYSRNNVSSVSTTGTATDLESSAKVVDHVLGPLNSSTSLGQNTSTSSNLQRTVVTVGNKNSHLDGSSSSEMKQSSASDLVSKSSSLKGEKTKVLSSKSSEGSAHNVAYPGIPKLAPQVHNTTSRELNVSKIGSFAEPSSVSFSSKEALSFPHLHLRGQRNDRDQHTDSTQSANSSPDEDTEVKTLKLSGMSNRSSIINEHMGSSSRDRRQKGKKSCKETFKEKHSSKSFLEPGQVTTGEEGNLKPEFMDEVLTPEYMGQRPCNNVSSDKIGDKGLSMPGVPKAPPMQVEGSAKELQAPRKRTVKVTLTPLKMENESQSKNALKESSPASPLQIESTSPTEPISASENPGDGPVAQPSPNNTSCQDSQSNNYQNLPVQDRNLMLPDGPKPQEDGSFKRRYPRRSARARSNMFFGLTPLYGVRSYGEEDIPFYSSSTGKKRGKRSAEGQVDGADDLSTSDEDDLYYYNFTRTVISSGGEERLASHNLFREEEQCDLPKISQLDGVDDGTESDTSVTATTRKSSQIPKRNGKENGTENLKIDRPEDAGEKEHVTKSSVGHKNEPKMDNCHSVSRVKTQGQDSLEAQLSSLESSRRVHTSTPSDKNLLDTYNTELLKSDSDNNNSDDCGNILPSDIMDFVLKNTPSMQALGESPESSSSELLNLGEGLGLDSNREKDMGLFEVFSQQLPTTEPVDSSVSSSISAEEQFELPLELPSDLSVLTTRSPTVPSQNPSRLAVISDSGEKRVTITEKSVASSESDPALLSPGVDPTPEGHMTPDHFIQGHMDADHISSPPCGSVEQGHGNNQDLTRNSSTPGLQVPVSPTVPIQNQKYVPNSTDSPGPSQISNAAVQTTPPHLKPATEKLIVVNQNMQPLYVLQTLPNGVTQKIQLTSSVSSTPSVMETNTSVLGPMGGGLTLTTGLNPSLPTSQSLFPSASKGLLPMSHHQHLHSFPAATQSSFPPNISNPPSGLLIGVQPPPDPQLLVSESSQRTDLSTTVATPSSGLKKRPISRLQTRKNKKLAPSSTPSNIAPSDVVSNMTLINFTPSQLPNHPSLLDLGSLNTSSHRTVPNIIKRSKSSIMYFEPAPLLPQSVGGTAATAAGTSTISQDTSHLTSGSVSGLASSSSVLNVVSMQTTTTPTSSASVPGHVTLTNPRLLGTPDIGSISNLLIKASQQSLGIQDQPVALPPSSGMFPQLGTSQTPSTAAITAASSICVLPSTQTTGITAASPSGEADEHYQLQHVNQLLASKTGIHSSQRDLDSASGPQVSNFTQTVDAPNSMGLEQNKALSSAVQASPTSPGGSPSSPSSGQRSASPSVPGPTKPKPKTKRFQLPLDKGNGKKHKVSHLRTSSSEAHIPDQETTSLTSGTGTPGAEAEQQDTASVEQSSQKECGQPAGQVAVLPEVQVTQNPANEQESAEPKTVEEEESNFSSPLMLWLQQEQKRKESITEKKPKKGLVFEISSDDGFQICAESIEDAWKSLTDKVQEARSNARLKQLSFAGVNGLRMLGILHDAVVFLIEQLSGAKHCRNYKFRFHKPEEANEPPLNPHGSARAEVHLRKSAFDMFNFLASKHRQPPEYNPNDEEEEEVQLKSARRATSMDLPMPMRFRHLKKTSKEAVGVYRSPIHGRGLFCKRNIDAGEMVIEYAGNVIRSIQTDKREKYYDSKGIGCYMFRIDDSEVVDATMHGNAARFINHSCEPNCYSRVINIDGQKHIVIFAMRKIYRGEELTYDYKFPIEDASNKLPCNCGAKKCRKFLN
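Fluorescence polarization: 7 uM MLL-CXXC (stock) preincubated 5 min with compounds, then 50 nM fluorescein-HOX-A9 DNA (stock) added; 30 min ambient. Buffer 50 mM Tris-HCl pH 7.5, 50 mM NaCl, 1 mM DTT, 0.05% BSA.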
A-T KAP1 phos – potential ataxia-telangiectasia treatments restoring KAP-1 phosphorylation; hit rate 0.19% among 320,000; […] A-T fibroblasts, KAP-1 phosphorylation AlphaLISA; neocarzinostatin DNA damage 30 min before lysis; Potency, µM (highest dose often 57.5 µM), without a hit: at the top dose activation, most hits filed as activators; AID 485349; also: potency is read from the fitted curve at half-maximal effect; % of control where 0% means no effect; nearly all actives have a fitted effect of over 45% in size
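hTERT-immortalized A-T patient fibroblasts ([…]), 500 cells/well in OPTI-MEM, 1% FBS, got compounds for 60 min, then NCS for 30 min at 37C. Lysates were then assayed for phospho-KAP-1 by AlphaLISA (anti-pKAP1 donor, anti-KAP1 acceptor beads), 6 hr at 25C.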
TSHR antagonist – blocks TSH signaling through the human TSH receptor. TSHR-expressing cells, TSH-stimulated cAMP HTRF, 2 h; active compounds read low. activity change, negative = inhibition, % at 11.5 µM. hit rate 0.2% among 330,000;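 active = activity change below a set negative limit, meaning inhibition stronger than a set level, cut at about -70% in these data; inconclusive = activity change between two set negative limits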; also: % is scaled to controls: 0 for no effect and ±100 for the full control effect
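Cell-based HTRF cAMP assay; TSHR cells + compound, TSH EC80 (4nM final), 2 h, 37 deg C. Lysis with anti-cAMP cryptate and cAMP-d2, 30 min RT, read 665/620 nm.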
Menin MLL FP TR – displaces Texas Red mutant MLL peptide from human menin; O00255; AID 1768; Menin + Texas Red MLL mutant peptide, fluorescence polarization; Potency, µM (titrated, usually from 61.6 µM), without a hit: at the highest dose FP activity change, negative = inhibition, usual class: inhibitors; hit rate 0.23% among 270,000; active = well fitted inhibition curve with a large enough effect in the polarisation, with a control signal flat, not every such curve was filed as active; inconclusive = small, poorly fitted or top-dose-only effect, or effect the other way, or a change in a side signal; inactive = no such curve, though single readings can be large or run the other way; the % refers to the polarisation; also: potency is read from the fitted curve at half-maximal effect; % of control where 0% means no effect; many of its hits are not listed in these tables
S-ASM inh – blocks human secretory acid sphingomyelinase | placental ASM, HMU-PC fluorogenic substrate, 60 min | hit rate 0.006% among 340,000 | Potency, µM (doses to about 57.5 µM), for inactives: at the highest dose activity change, negative = inhibition, hits mostly inhibitors | AID 504937 | P17405; also: potency is read from the fitted curve at half-maximal effect
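Fluorescence read-out (Ex 386 nm, Em 447 nm) after stopping the reaction at pH 10. Enzyme: ASM from human placenta; substrate HMU-PC0, 9 uM final; 60 min, 37 °C. Compound preincubation 10 min, ambient temperature.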
TSG101-PTAP inh – blocks PTAP/TSG101 interaction to inhibit HIV-1 budding; 340,000 tested, under 10 active; AID 493005; Fluorescence polarization, FITC-PTAP peptide / Tsg101 binding; Potency, µM (doses to about 115 µM), inactives show at the top dose activity change, negative = inhibition, hits mostly inhibitors; active = well fitted inhibition curve with a large enough effect in the main read-out, with a control signal flat, not every such curve was filed as active; inconclusive = small, poorly fitted or top-dose-only effect, or effect the other way, or a change in a side signal; inactive = no such curve, though single readings can be large or run the other way; also: potency is read from the fitted curve at half-maximal effect; % of control where 0% means no effect
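Tsg101 binding domain (10 uM final) was mixed with compound and a FITC-labeled PTAP peptide (50 nM final) in HEPES pH 7.5 buffer with NaCl, Tween 20, EDTA and TCEP; fluorescence polarization was read after 20 min at r.t.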
a7 integrin act – integrin-mediated muscular dystrophy alleviation activation; alpha7betagal myoblasts, beta-gal FDG fluorescence, 48 h; Potency, µM (titrated, usually from 38.3 µM), without a hit: at the top dose activation, usual class: activators; hit rate 0.064% among 350,000; AID 624291;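 also: potency is read from the fitted curve at half-maximal effect; 100% = response of the positive control SU9516; nearly all actives have a fitted effect of over 60% in size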
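Alpha7betagal+/- myoblasts (passage 13) were plated 16-24 hr, then exposed to compounds (1:260 dilution of DMSO stock) for 48 hours at 37C. After MPER lysis, β-galactosidase reporter activity was read as FDG fluorescence (ex 480/em 540) after 30 minutes.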
MBNL1 CUG block – MBNL1-poly(CUG) RNA binding inhibition. TR-FRET MBNL1-His/biotin-(CUG)12 binding, 665/545 ratio. Potency, µM (top dose mostly 57.5 µM), without a hit: at the highest dose activity change, negative = inhibition, actives largely listed as inhibitors. hit rate 0.036% among 280,000. Q9NR56; active = well fitted inhibition curve with a large enough effect in the signal ratio, with a control signal flat, not every such curve was filed as active; inconclusive = small, poorly fitted or top-dose-only effect, or effect the other way, or a change in a side signal; inactive = no such curve, though single readings can be large or run the other way; the % refers to the signal ratio; also: potency is read from the fitted curve at half-maximal effect; % is scaled to controls: 0 for no effect and ±100 for the full control effect
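TR-FRET between His-tagged MBNL1 and biotin-(CUG)12 RNA, detected with Tb anti-His antibody (0.055 ng/ul) and streptavidin-XL665 (5 nM), 60 min at room temperature. Compounds titrated 92 nM to 58 uM; 665/545 nm ratio normalized to buffer and complex controls.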
Mito fusion act – blocks mitochondrial division or promotes mitochondrial fusion; S. cerevisiae fusion-defective mutant growth rescue, CellTiterGlo 48 h; Potency, µM (doses to about 46.1 µM), for inactives: top-dose growth rescue (activation), usual class: activators; hit rate 0.23% among 320,000; AID 485298;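 also: potency is read from the fitted curve at half-maximal effect; % of control where 0% means no effect; nearly all actives have a fitted effect of over 45% in size; temperature-sensitive fusion mutants such as fzo1-1 at 37 °C on non-fermentable ethanol glycerol medium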
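Read-out: ATP-based luminescence (CellTiterGlo, 10 min ambient) reporting growth of fusion-defective ts yeast after 48 hours at 37C on glycerol/ethanol YPEG medium in the presence of compound.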
* = called active by the depositor; ? = inconclusive; / = no result given; [ ] = remark or other dose. Unless noted, calls follow the shape of the dose curve; as a rule, active = well fitted curve in the direction sought with a large enough effect; inconclusive = small, poorly fitted or top-dose-only effect, or another doubt; inactive = no such curve, though single readings can be large; an effect the other way counts as inactive or inconclusive. Not all compounds are listed. The share of hits here may be higher or lower than overall.

SMILES	TCR act	CXXC DNA block	A-T KAP1 phos	TSHR antagonist	Menin MLL FP TR	S-ASM inh	TSG101-PTAP inh	a7 integrin act	MBNL1 CUG block	Mito fusion act
Cc1c(C(=O)NC(=S)NCc2cccnc2)cccc1[N+](=O)[O-]	3.7%	-5.9%	6.8%	40.0	/	-1.9%	-1.2%	20.5%	2.4%	-6.5%
CCc1nc(SCc2nc3ccccc3[nH]2)c2oc3ccccc3c2n1	4.7%	1.4%	2.7%	-46.4	16.8%	-27.9%	-0.8%	-23.1%	-3.1%	16.7%
Cc1cccc(-n2ncc3c(Nc4c(C)n(C)n(-c5ccccc5)c4=O)ncnc32)c1	1.3%	2.7%	-5.5%	4.6	-14.5%	4.4%	-0.2%	10.0%	-3.4%	0.3%
On1c(-c2ccco2)nc2c1CCc1nonc1-2	-4.0%	11.8%	-0.7%	-6.9	-4.9%	0.7%	-7.9%	-3.4%	1.5%	0.7%
COc1ccc(C(=O)NCCc2ccc(Cl)cc2)cc1S(=O)(=O)N1CCCCC1C (stereo not drawn)	2.3%	/	-4.8%	-43.8	/	-13.0%	-0.4%	-11.0%	/	18.2%
CCN(Cc1nc2ccccc2c(=O)[nH]1)C(=O)c1cccc(OCc2c(C)noc2C)c1	3.7%	/	8.4%	-12.4	/	1.0%	-4.2%	26.1%	/	0.6%
CCC(=O)N1CC2(c3ccccc3)CN(C(=O)CC)CC(c3ccccc3)(C1)C2=O	-0.5%	16.5%	-2.8%	8.5	-5.3%	0.9%	-5.2%	-37.2%	-0.1%	-1.7%
CCOC(=O)N1CCC(NC(=O)CCc2ccccc2)CC1	/	1.6%	-2.2%	-10.3	-26.1%	-1.0%	-2.6%	-28.4%	1.5%	-0.6%
CC1CCN(C(=O)CSCC(=O)Nc2nc(-c3cccs3)cs2)CC1	-1.5%[46.1 µM]	-1.7%	-1.4%	2.9	7.9%	-2.6%	-5.9%	-5.4%	19.9%	17.7%
CC(C)=NNc1nc(-c2ccc(N3C(=O)CCC3=O)cc2)cs1	0.9%	1.4%	2.2%	-10.9	/	5.3%	-0.9%	1.4%	/	-5.1%
CCN(CC)S(=O)(=O)N1CCC(C(=O)NCc2ccco2)CC1	-8.5%	8.2%	-4.1%	12.0	3.6%	2.5%	-5.0%	-15.8%	1.3%	-10.2%
Cc1ccc(C2N(c3ccc(F)cc3)C(=O)C3CCCN32)cc1 (stereo not drawn)	1.2%	-13.2%	16.5%	4.5	4.3%[11.7 µM]	2.7%	-4.4%	0.0%	-19.6%	2.0%
O=S(=O)(Nc1ccc(-n2cnnn2)cc1)c1cccc(F)c1	-7.1%	/	-2.9%	-4.0	/	-4.7%	-2.9%	-3.0%	/	-3.5%
Cc1cc(=O)oc2cc(OCc3ccc(C(=O)OCC(=O)NC4CCS(=O)(=O)C4)cc3)ccc12 (stereo not drawn)	-3.8%	-8.5%	2.9%	10.2	/	53.0%	-2.4%	33.9%	/	5.6%
CC(C)(c1ccccc1)c1ccc(OCC(O)CNC2CCN(Cc3ccccc3)CC2)cc1 (stereo not drawn)	-1.6%	2.3%	-5.8%	-8.0	?	-0.8%	-0.7%	-22.5%	2.1%	-4.6%
Cc1ccc(N(C(=O)Cn2nnc3ccccc32)C(C(=O)NC2CCCCC2)c2cn(C)nc2C)cc1 (stereo not drawn)	4.1%	-1.0%	3.1%	10.3	-5.9%	2.8%	-5.9%	14.4%	-12.0%	-1.1%
CN(CCO)c1nc2c(c(=O)n(Cc3ccc(Cl)cc3)c(=O)n2C)n1C	2.5%	-0.1%	-2.9%	-1.7	-11.9%	-6.7%	-11.4%	0.0%	-6.4%	28.9%
O=C(Cc1cccs1)N(Cc1cccs1)C1(C(=O)NC2CCCCC2)CCCCC1	-2.2%	-4.2%	3.1%	10.6	/	-6.7%	-9.8%	-21.1%	-5.0%	0.9%
Cn1cnc([N+](=O)[O-])c1Oc1ccc2ccccc2c1	-4.6%[46.1 µM]	6.0%	14.9%	5.0	3.6%	20.8%	-1.3%	-38.1%	5.3%	-6.7%
COc1ccc(C(=O)C(C)OC(=O)c2cccc(S(=O)(=O)Nc3c(C)n(C)n(-c4ccccc4)c3=O)c2)cc1 (stereo not drawn)	-1.7%	/	18.7%	-5.4	/	2.8%	-1.0%	-2.2%	/	/
N#Cc1c(Sc2ncc(C(F)(F)F)cc2Cl)nsc1C/C=N\OCc1c(F)cccc1Cl	-1.6%	0.8%	-1.1%	0.1	?	1.0%	1.6%	-28.6%	5.1%	1.7%
CCOC(=O)c1c(NC(=O)COC(=O)/C=C/c2ccccc2)sc(C(=O)NC)c1C	/	/	-4.1%	14.5	/	15.5%	-7.2%	11.0%	/	-2.8%
C=CCc1cccc(C=Nc2ccc(Br)cc2)c1O	9.3%	5.7%	13.6%	49.6	-16.5%	1.4%	-1.8%	-10.8%	-5.4%	3.4%
CCn1c(SCC(=O)Nc2nnc(C)s2)nnc1-c1ccco1	-0.5%	-3.6%	-0.5%	6.0	-24.4%	-1.7%	-2.1%	-21.0%	-6.9%	-2.7%

Compound profiles, from the list above. Screens in order: TCR act, CXXC DNA block, A-T KAP1 phos, TSHR antagonist, Menin MLL FP TR, S-ASM inh, TSG101-PTAP inh, a7 integrin act, MBNL1 CUG block, Mito fusion act
Listed for Cc1ccc(N(C(=O)Cn2nnc3ccccc32)C(C(=O)NC2CCCCC2)c2cn(C)nc2C)cc1 (stereo not drawn) : 4.1%, -1.0%, 3.1%, 10.3, -5.9%, 2.8%, -5.9%, 14.4%, -12.0%, -1.1%
Listed for Cn1cnc([N+](=O)[O-])c1Oc1ccc2ccccc2c1 : -4.6%[46.1 µM], 6.0%, 14.9%, 5.0, 3.6%, 20.8%, -1.3%, -38.1%, 5.3%, -6.7%

More records.
SMILES	TCR act	CXXC DNA block	A-T KAP1 phos	TSHR antagonist	Menin MLL FP TR	S-ASM inh	TSG101-PTAP inh	a7 integrin act	MBNL1 CUG block	Mito fusion act
CC(C)(C)OC(=O)CC[C@@H](C(=O)N1CCN(C(=O)OC(C)(C)C)CC1)n1cc(C(Cc2ccc(O)cc2)NC(=O)OC(C)(C)C)nn1 (stereo partly drawn)	-2.6%	-22.8%	-9.4%	-5.9	?	-3.2%	/	-22.3%	6.6%	-1.4%
COC(=O)Cc1c(C)c2ccc(OCC(=O)NCc3ccc4c(c3)OCO4)cc2oc1=O	-2.2%	30.3%[activator]	5.5%	-3.6	?	7.7%	-3.8%	19.2%	-1.0%	4.0%
COc1ccc(C(=O)Nc2sc(C)c(-c3ccccc3)c2C#N)cc1OC	1.3%	17.4%	-0.6%	-24.4	7.1%	-14.1%	-3.6%	5.2%	14.2%	3.1%
Cc1c(C(=O)O)cccc1-n1c(C)cc(/C=N/NC(=O)c2cc3ccccc3o2)c1C	-10.0%[46.1 µM]	8.8%	-0.7%	-12.0	-0.1%	2.3%	-0.6%	1.0%	/	-1.9%
COc1ccc(N(CC(=O)Nc2ccccc2F)S(=O)(=O)c2ccc(C)c([N+](=O)[O-])c2)cc1	0.7%	-4.1%	-2.6%	-0.5	12.3%	-4.2%	-7.2%	?	3.6%	5.7%
CC(C)(C)c1ccc(/C=C/C(=O)N2CCN(c3ncccn3)CC2)cc1	12.4%[46.1 µM]	5.9%	-1.8%	-11.3	-19.9%	3.3%	-1.0%	2.4%	-1.3%	-4.3%
COc1ccc(NC(=O)c2ccco2)cc1NC(=O)c1cc2ccccc2o1	-0.2%	9.5%	10.7%	-14.5	?	2.4%	-4.3%	-3.9%	9.8%	1.9%
CCOc1c(S(=O)(=O)NC2CC(C)(C)NC(C)(C)C2)ccc(Cl)c1Cl	-3.0%	6.5%	-0.5%	-5.6	-4.3%	2.8%	-3.4%	-56.6%[inhibitor]	-1.3%	-1.0%
CC(=O)Nc1ccc(C(=O)COC(=O)CCN2C(=O)C3CC=CCC3C2=O)cc1 (stereo not drawn)	-2.2%	5.1%	11.3%	-1.5	?	0.5%	-1.9%	-11.4%	10.9%	-0.2%
Cc1c(NC(=O)COC(=O)Cc2ccc(Br)cc2)c(=O)n(-c2ccccc2)n1C	1.3%	/	-8.1%	13.7	/	3.5%	0.9%	-16.8%	/	0.5%
